Compound activity (PubChem BioAssay)
GLA spleen mod: inhibitors or activators of human alpha-galactosidase in spleen homogenate. P06280. human spleen homogenate, 4MU-alpha-Gal fluorescence, 40 min. Potency, µM (doses to about 80 µM), for inactives: at the top dose activity change, negative = inhibition, usual class: inhibitors. 240,000 tested, 0.008% active;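 further: potency means the concentration at half of the fitted maximal effect; 0% = enzyme with vehicle and -100% = no enzyme basal signal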
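qHTS titration in buffer at pH 5.0. Alpha-galactosidase activity in spleen homogenate was measured via 4-methylumbelliferone release from 1 mM fluorogenic substrate after 40 min at 37C and a pH 10 stop. AC50 came from Hill fits of control-normalized data.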
CBFb RUNX1 block: blocks binding between human CBF-beta and RUNX1; Q01196+Q13951; AlphaScreen CBFb-His/RUNX1-biotin binding, biochemical; Potency, µM (top dose mostly 59.8 µM), for inactives: at the top dose activity, negative = inhibition, usual class: inhibitors; 230,000 tested, under 10 active; further: % of control where 0% means no effect
Target sequence (Q01196 whole entry, looked up): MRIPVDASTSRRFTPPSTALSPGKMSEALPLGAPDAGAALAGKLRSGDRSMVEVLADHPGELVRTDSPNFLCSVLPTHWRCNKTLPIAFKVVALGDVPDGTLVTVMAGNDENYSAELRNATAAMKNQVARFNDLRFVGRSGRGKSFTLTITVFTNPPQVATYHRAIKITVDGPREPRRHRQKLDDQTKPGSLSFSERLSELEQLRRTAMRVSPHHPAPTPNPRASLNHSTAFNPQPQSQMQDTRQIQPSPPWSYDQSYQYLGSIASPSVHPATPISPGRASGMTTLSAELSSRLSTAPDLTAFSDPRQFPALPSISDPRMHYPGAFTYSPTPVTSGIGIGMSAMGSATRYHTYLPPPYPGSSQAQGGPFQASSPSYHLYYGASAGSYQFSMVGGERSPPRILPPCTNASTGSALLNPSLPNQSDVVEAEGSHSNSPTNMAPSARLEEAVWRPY
Target sequence (Q13951 whole entry, looked up): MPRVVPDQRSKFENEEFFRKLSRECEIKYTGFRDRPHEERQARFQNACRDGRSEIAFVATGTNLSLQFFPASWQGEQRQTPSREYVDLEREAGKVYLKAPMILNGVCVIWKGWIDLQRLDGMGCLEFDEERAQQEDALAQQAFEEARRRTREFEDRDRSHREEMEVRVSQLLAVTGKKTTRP
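CBF-beta (His) and RUNX1 (biotin), 30 nM each; 20 min preassociation; + compound, 15 min; + beads 50 ng each (Ni, streptavidin), 90 min; RT; AlphaScreen read.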
Tau fluor cs: counter-screen for tau fibril formation inhibitors; tau K18 P301L (four-repeat tau fragment) Alexa594 fluorescence, heparin fibrillization; Potency, µM (titrated, usually from 57.7 µM), for the others: top-dose activity change, negative = decrease; 280,000 tested, 0.93% active; AID 1463; further: potency means the concentration at half of the fitted maximal effect; on the % scale 0 is the no-effect control and ±100 the full control effect; nearly all actives have a fitted effect of over 55% in size
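Human K18 P301L tau (15 uM unlabeled plus 0.24 uM Alexa 594-labeled, final) in 100 mM sodium acetate pH 7 was mixed with compound and 20 uM heparin and incubated 6 hr at 37 C.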
TRb-SRC2 inh: TRbeta-SRC2 interaction inhibition | AID 1469 | 280,000 tested, 0.065% active | TRbeta-SRC2 peptide binding, fluorescence polarization; receptor liganded with 1 µM T3 | Potency, µM (doses to about 106 µM), inactives show top-dose activity change, negative = inhibition, actives largely listed as inhibitors;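 further: potency means the concentration at half of the fitted maximal effect; plate controls were bound peptide for no effect and peptide without receptor for full effect; nearly all actives have a fitted effect of over 50% in size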
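Decrease in fluorescence polarization of 20 nM Texas Red SRC2 coactivator peptide flagged inhibition of its binding to 0.6 uM TRb LBD; 1 uM T3 included, incubation 5 hr, ex 555/em 632 nm.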
NPSR antagonist: neuropeptide S receptor (human) antagonism, cAMP; Q6W5P4; CHO-NPSR cells, cAMP TR-FRET, antagonist mode; Potency, µM (top dose mostly 38.3 µM), inactives show at the highest dose activity change, negative = inhibition, usual class: inhibitors; 220,000 tested, 1% active; AID 1461; further: potency means the concentration at half of the fitted maximal effect; on the % scale 0 is the no-effect control and ±100 the full control effect; nearly all actives have a fitted effect of over 50% in size; many of its hits are not listed in these tables
Target sequence (Q6W5P4 whole entry, looked up): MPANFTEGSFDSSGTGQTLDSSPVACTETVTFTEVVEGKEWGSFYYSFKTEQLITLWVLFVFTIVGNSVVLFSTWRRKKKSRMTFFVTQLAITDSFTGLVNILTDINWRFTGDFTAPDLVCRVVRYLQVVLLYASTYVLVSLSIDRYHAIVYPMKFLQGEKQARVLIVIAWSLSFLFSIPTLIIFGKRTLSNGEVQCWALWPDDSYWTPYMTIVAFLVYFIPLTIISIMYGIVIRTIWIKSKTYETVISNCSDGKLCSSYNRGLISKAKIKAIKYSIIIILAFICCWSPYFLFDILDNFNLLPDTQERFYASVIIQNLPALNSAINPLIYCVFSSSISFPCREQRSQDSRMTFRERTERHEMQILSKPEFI
Epigenetic reg: derepresses silenced GFP reporter in murine cells | murine LDR cells, GFP reporter derepression, 30 h | 280,000 tested, 0.2% active | Potency, µM (highest dose often 53.9 µM), without a hit: at the top dose GFP activation, hits mostly activators; further: potency means the concentration at half of the fitted maximal effect; % of control where 0% means no effect; nearly all actives have a fitted effect of over 60% in size
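Derepression of a silenced CMV-GFP reporter in murine LDR cells is scored by enumerating GFP-positive cells with a laser-scanning microplate cytometer after 30 hours of treatment at 37 C.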
TexasRed fluor: alters Texas Red total fluorescence, flagging assay interference; Potency, µM (titrated, usually from 106 µM), without a hit: at the highest dose fluorescence change, negative = quenching; TRb/SRC2 Texas Red total fluorescence interference; 280,000 tested, 0.29% active; AID 1479; active means well fitted curve in either direction with a large enough effect; inconclusive means small, poorly fitted or top-dose-only effect; further: potency means the concentration at half of the fitted maximal effect; on the % scale 0 is the no-effect control and ±100 the full control effect
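Human TRβ ligand-binding domain (0.6 uM) and Texas Red SRC2 peptide (20 nM) in Tris buffer with 1 uM T3 and 5% DMSO were incubated with pinned compound for 5 hr at ambient temperature. Total fluorescence was computed as S + 2P (555/632 nm).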
Tau fibril FP: blocks human tau fibril formation measured by polarization. P10636. K18 P301L tau heparin fibrillization, Alexa594 FP, 6 h. Potency, µM (top dose mostly 57.7 µM), for the others: at the top dose activity, negative = inhibition, usual class: inhibitors. 280,000 tested, 0.39% active; further: potency means the concentration at half of the fitted maximal effect; on the % scale 0 is the no-effect control and ±100 the full control effect; nearly all actives have a fitted effect of over 55% in size
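Human K18 P301L fragment (15 uM unlabeled plus 0.24 uM Alexa 594-labeled) in 100 mM sodium acetate pH 7 with compound, aggregation induced by 20 uM heparin for 6 hr at 37 C. ThT (30 uM) added for 1 hr, then Alexa 594 FP read.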
Active calls of the source: *; ? = inconclusive; / = no result given; & = joins results of further samples; [ ] = remark or other dose. Unless noted, the call rests on the fitted dose curve; in most records, active means well fitted curve in the direction sought with a large enough effect; inconclusive means small, poorly fitted or top-dose-only effect, or another doubt; inactive means no such curve, though single readings can be large; an effect the other way counts as inactive or inconclusive. Only part of the results is shown. The share of hits here may be higher or lower than overall.

SMILES	GLA spleen mod	CBFb RUNX1 block	Tau fluor cs	TRb-SRC2 inh	NPSR antagonist	Epigenetic reg	TexasRed fluor	Tau fibril FP
Cc1cc2cc(C)c3nnc(SCc4ccccn4)n3c2cc1C	7%	-6%	-7%	4%	21%	-1.0%	-1%	2%
COC(=O)c1nc(N)sc1-c1ccc(Cl)c(Cl)c1	8%	5%	-26%	1%	-31%	0.0%	-4%	-6%
Cc1nc2nc3c(cn2n1)C(=O)CCC3	-2%	19%	1%	-15%	-8%[46.1 µM]	-0.7%	-2%	-4%
C=CCn1c(-c2cccs2)nc2nc3ccccc3nc21	?	18%	-9%	-6%	-10%[46.1 µM]	0.0%	-8%	-7%
CCn1c2ccc(C)cc2c2nnc(SCCN3CCOCC3)nc21	-5%	-1%	-14%	-4%	21%	0.0%	-1%	-2%
CCCCC(=O)NC(NC(=O)CCCC)c1ccc(OCCC)c(OC)c1	-12%	5%	2%	1%	-6%	2.1%	-6%	7%
CCOC(=O)c1cc2c(ccn2C)n1CC(=O)N1CCN(c2ccc(F)cc2)CC1	0%	-20%	-11%	-8%	-20%[46.1 µM]	-1.0%	-1%	13%
CC(C)C[C@H](NC(=O)NC(C)C)C(=O)O	-11%	-15%	-6%	10%	-9%[46.1 µM]	3.0%	0%	12%
CCOc1ccc(NC(=O)C2CC(=O)N(c3cc(C)cc(C)c3)C2)cc1 (stereo not given)	3%	0%	-17%	5%	3%[46.1 µM]	0.0%	0%	13%
COCCNC(=O)CCn1c(=O)c2cc(OC)c(OC)cc2n(CC(=O)Nc2ccc(F)c(Cl)c2)c1=O	/	/	-21%	0%	/	7.3%	-1%	-21%
CCOC(OCC)P(=O)(O)CCCNCc1ccc(Cl)c(Cl)c1	-15%&-20%	10%	-3%&-3%	-5%&1%	/	9.5%&-0.1%	-2%&-2%	-8%&1%
Cc1ccc(C(=O)N2CCCC(c3ccc(Cl)cc3)=N2)cc1	9%	5%	-13%	-1%	-1%	-1.1%	-1%	10%
CCOC(=O)Nc1cc(Br)c2c(c1)OCCO2	15%	6%	-6%	-6%	?	0.0%	2%	2%
CCOc1cc2c(C#N)c(N3CCCCC3)nc(N)c2c(N)n1	20%	-3%	?	0%	-16%[46.1 µM]	-0.8%	-4%	14%
CC(C)(CN1CCN(Cc2ccccc2)CC1)NS(=O)(=O)c1ccccc1	-9%	13%	-1%	-3%	15%	1.1%	-3%	0%
O=C(NCCN1CCCC1)c1ccc2c(=O)n(CCc3ccccc3)c(=O)[nH]c2c1	28%	4%	-28%	4%	-18%[46.1 µM]	-1.0%	0%	-11%
CC(=O)Nc1ccc(S(=O)(=O)Nc2nccc(/C=C/c3ccc(Cl)cc3)n2)cc1	3%	16%	-22%	-6%	10%	-3.2%	-5%	?
Brc1ccccc1-c1nnc2sc(Cc3ccccc3)nn12	-2%	16%	0%	-7%	-12%[46.1 µM]	0.0%	-4%	-4%
COc1cc(S(=O)(=O)NCCCN2CCOCC2)ccc1Cl	3%	3%	-3%	-4%	7%[46.1 µM]	-1.0%	-1%	3%
CN(C)c1ccc(/C=N/NC(=O)CSc2ccccn2)cc1	7%	-6%	-9%	-1%	16%	1.5%	-1%	3%
Cc1ccc2c(Cl)cc(Cl)c(OCC(=O)Nc3cc(S(=O)(=O)N(C)C)ccc3C)c2n1	2%	-7%	-17%	3%	?	-0.9%	1%	0%
Cc1ccc(C2=[N+]([O-])C3(CCCCC/C3=N\NC(N)=S)N(O)C2(C)C)o1 (stereo not given)	0%	0%	-6%	-1%	-17%[46.1 µM]	1.0%	-3%	-5%
Cc1c(C2=CCN(S(=O)(=O)c3cccc(Cl)c3)CC2)c2ccccc2n1CC(=O)N1CCCC1	/	/	-8%	3%	/	-4.5%	2%	10%
CN(C)c1ccc(C2CC(=O)OC3=C2C(=O)CC(C)(C)C3)cc1 (stereo not given)	-11%	1%	-4%	0%	-9%	-0.4%	-3%	4%
COc1cccc(-c2cc(C(F)(F)F)n3ncc(C(=O)OC(C)C)c3n2)c1	/	/	-17%	-3%	/	1.0%	?	-9%
Cc1ccc(-n2nc(C)c(NC(=O)CCl)c2C)cc1	-2%	1%	-3%	3%	-22%[46.1 µM]	2.3%	2%	4%
CC1(C)CC[C@]2(C(=O)O)CC[C@]3(C)C(=CCC4[C@@]5(C)CC[C@H](O)C(C)(C)[C@@H]5CC[C@]43C)C2C1 (stereo not given in full)	-5%	-2%[21.7 µM]	-2%	3%	/	-1.4%	-2%	2%
Cc1oc(=O)c(NC(=O)c2ccccc2)cc1C(N)=O	-11%	-2%	6%	-3%	2%	-3.6%	-1%	8%
CCCCN(CC)CCCNC(=O)CS(=O)(=O)Cc1nc(-c2ccc(C)cc2)oc1C	/	/	-1%	-11%	/	-1.1%	2%	-1%
CCCn1nnc(NC(=O)c2ccco2)n1	-1%	10%	13%	9%	1%[46.1 µM]	-1.0%	-4%	8%
Fc1cc(F)c(C2SCCN2C(=S)Nc2cccc(C(F)(F)F)c2)c(F)c1 (stereo not given)	12%	9%	-11%	-4%	?	2.7%	-1%	?
COc1ccc(N2CCN(C(=O)NCc3ccc(OC)c(Cl)c3)CC2)cc1	-11%	-2%	-11%	6%	-2%	-0.4%	-1%	-10%
Cc1ccc(-n2c(C(C)C)nc3oc4ccccc4c(=O)c3c2=O)cc1	-2%	9%	1%	2%	-24%	1.7%	0%	1%
Cn1c(N)c(C(=O)COC(=O)CCCN2C(=O)c3ccccc3C2=O)c(=O)n(C)c1=O	-7%	-2%	4%	3%	7%	3.3%	0%	5%
Cc1ccc2nc(NC(=O)c3ccc(NS(=O)(=O)c4cccs4)cc3)sc2c1	1%	-3%	?	3%	-25%	-1.1%	-1%	?
Cc1ccc(N(Cc2cc3ccc(C)cc3[nH]c2=O)S(C)(=O)=O)c(C)c1	0%	-2%	0%	9%	-8%	0.1%	-2%	11%
CC1(C)Oc2ccccc2OC1(O)c1ccc2ccccc2n1 (stereo not given)	-14%	0%	-8%	0%	-7%	0.1%	0%	4%
O=C1OC(=O)c2c(Br)c(Br)c(Br)c(Br)c21	11%	-7%[21.7 µM]	/	10%[201 µM]	/	/	-2%[201 µM]	/
CC(C)[C@H](NC(=O)Nc1ccccc1F)C(=O)O	11%	0%	-6%	-8%	10%[46.1 µM]	-0.2%	3%	-1%
O=C(c1ccc(CS(=O)(=O)c2ccc(Br)cc2)o1)N1CCN(C2CCCCC2)CC1	-1%	-2%	-2%	-10%	-7%[46.1 µM]	-0.1%	0%	7%

Compound profiles (already shown).
`Cn1c(N)c(C(=O)COC(=O)CCCN2C(=O)c3ccccc3C2=O)c(=O)n(C)c1=O` across the screens: GLA spleen mod: -7%; CBFb RUNX1 block: -2%; Tau fluor cs: 4%; TRb-SRC2 inh: 3%; NPSR antagonist: 7%; Epigenetic reg: 3.3%; TexasRed fluor: 0%; Tau fibril FP: 5%
`CN(C)c1ccc(C2CC(=O)OC3=C2C(=O)CC(C)(C)C3)cc1` (stereo not given) across the screens: GLA spleen mod: -11%; CBFb RUNX1 block: 1%; Tau fluor cs: -4%; TRb-SRC2 inh: 0%; NPSR antagonist: -9%; Epigenetic reg: -0.4%; TexasRed fluor: -3%; Tau fibril FP: 4%

Next section:
SMILES	GLA spleen mod	CBFb RUNX1 block	Tau fluor cs	TRb-SRC2 inh	NPSR antagonist	Epigenetic reg	TexasRed fluor	Tau fibril FP
COc1ccc(Cn2ccn(Cc3cccc(C)c3)c(=O)c2=O)cc1	/	/	-2%	-6%	/	0.8%	5%	1%
Cc1cccc(OCCCn2c(=O)oc3ccccc32)c1	3%	-4%	-2%	-6%	-20%	0.9%	-6%	2%
COc1ccc(S(=O)(=O)NCCc2csc3nc(-c4ccc(Cl)cc4)nn23)cc1C	/	/	-26%	6%	/	1.3%	-1%	-21%
CC(C)[C@@H]1NC(=O)c2cc([N+](=O)[O-])cc(I)c2NCCC[C@@H](C(N)=O)NC(=O)[C@H](CO)NC1=O	2%	0%[2.36 µM]	-12%	?	8%	-1.2%	-15%	3%
COc1ccc(N=Nc2ccc(N)nc2N)cc1	0%	?	?	-7%	17%	1.1%	-7%	?
CCN(CC)C(=O)CN(c1cccc(OC)c1)S(=O)(=O)c1ccc(C)cc1	-3%	2%	-8%	0%	-15%[46.1 µM]	-1.0%	-3%	2%
O=[N+]([O-])c1ccc(CN2CCSCC2)cc1	4%	11%	3%	5%	6%	2.7%	-3%	5%
O=C(NCCc1ccc(Cl)cc1)C1CCN(C(=O)c2sccc2-n2cccc2)CC1	1%	-8%	-15%	-4%	-24%[46.1 µM]	5.2%	0%	-1%
O=C(Oc1ccc(-c2ccccc2)cc1)N1CCOCC1	13%	11%	4%	-15%	-8%[46.1 µM]	1.2%	2%	5%
Cc1cc(Oc2ccc(C(C)(C)C)cc2)nc(N2CCOCC2)n1	7%	0%	-14%	8%	-20%[46.1 µM]	-1.3%	2%	2%
Cc1nc(SCC#N)c2c3c(sc2n1)CCC3	-21%	2%	-4%	0%	-2%[46.1 µM]	0.0%	-1%	3%
CCCc1nc2cc(Cl)c([N+](=O)[O-])cc2o1	18%	0%	-1%	-3%	-17%	-4.1%	-2%	-10%
CC(C)(C)NC(=O)COC(=O)CCC(=O)c1cccs1	0%	0%	3%	-4%	7%	-2.7%	0%	0%
CC(=O)c1cccc(NC(=O)COC(=O)[C@@H](NC(=O)OCc2ccccc2)C(C)C)c1	-23%	1%	-15%	3%	0%[46.1 µM]	0.0%	-2%	0%
C=CCNC(=O)C(C)Sc1ccc(Cl)cc1 (stereo not given)	-4%	0%	-4%	1%	-5%[46.1 µM]	-0.7%	5%	-6%
Cc1ccc(C)c(NC(=O)c2cc(S(=O)(=O)NCCc3ccccc3)ccc2F)c1	/	/	-26%	-1%	/	2.6%	-2%	-2%
